Screening data (PubChem)
DPM-DC inhibit = blocks S. pneumoniae diphosphomevalonate decarboxylase. calls only at 10 µM. 65,000 compounds, 0.49% hits. purified DPM-DC, PK/LDH coupled NADH fluorescence;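 active = the 320 compounds with the highest percent inhibition in the single-dose primary screen, excluding strongly autofluorescent ones, cut at about 32% in these data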;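 also: kinetic rate of NADH fluorescence loss reporting ADP formed by the decarboxylase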
LYP phosphatase = LYP phosphatase inhibitors, primary screen, biochemical, DiFMUP fluorescence, recombinant catalytic domain, 10 µM (AID 606); recombinant LYP catalytic domain, DiFMUP fluorescence; higher % means a stronger effect; inhibition, % at 10 µM; hits with a dose series show IC50 in µM; 52,000 tested, under 10 active;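 active = IC50 under 40 µM in the dose-response test; inactive = IC50 of 40 µM or more, or never dose-tested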
PMK inhibit = S. pneumoniae PMK inhibition; 65,000 compounds, 0.49% hits; purified PMK, PK/LDH-coupled NADH absorbance 340 nm; inhibition, % at 10 µM;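 active = top-ranked compounds by inhibition in the single 10 µM screen, taking a fixed number of the strongest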;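 also: 0% = full reaction with DMSO carrier and 100% = background rate without enzyme reaction; no value below 0 was filed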
HPDE-C7K KRASV12 = viability loss of HPDE-C7K cells – cell-based, fluorescence, HTS, primary screen (AID 431); cytotoxicity, % at 10 µM, or EC50 in µM where a hit was titrated; 63,000 compounds, 1.7% hits; HPDE-C7K KRASV12 cells, Alamar Blue viability, 48 h; higher % means a stronger effect;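 active = compounds whose percent cytotoxicity in the single-dose primary screen, scaled between solvent and toxic-drug controls, exceeds 50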;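 also: 0% = DMSO solvent wells and 100% = doxorubicin-treated wells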
HPDE-C7 cytotoxicity = cytotoxicity in HPDE-C7 cells, cell-based, fluorescence, HTS (AID 430). HPDE-C7 pancreatic duct cells viability, fluorescence; higher % means a stronger effect. cytotoxicity, % at 10 µM, or EC50 in µM where a hit was titrated. 63,000 compounds, 1.8% hits;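 also: cells exposed to compound for 48 hours before viability readout; 0% = vehicle and 100% = reference cytotoxic drug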
Spn MK inh = blocks S. pneumoniae mevalonate kinase; 65,000 compounds, 0.48% hits; inhibition, % at 10 µM; AID 555; purified MK, PK/LDH-coupled NADH absorbance 340 nm;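 active = ranked among the strongest by inhibition in the single 10 µM screen, a fixed top-ranked set picked for dose follow-up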; also: no value below 0 was filed
HT1080 viability = cytotoxicity in HT1080 fibrosarcoma cells, cell-based, fluorescence readout (AID 620); HT1080 viability, fluorescence; higher % means a stronger effect; cytotoxicity, % at 10 µM; hits with a dose series show EC50 in µM; 87,000 compounds, 0.42% hits;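 also: cells exposed to compound overnight then 4 h with Alamar Blue; 0% = vehicle DMSO and 100% = killing control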
TNAP inhibition = inhibition of tissue-nonspecific alkaline phosphatase – biochemical, luminescent (AID 518) | 64,000 compounds, 0.09% hits | one-dose inhibition, % at 20 µM; IC50 in µM for titrated hits | purified TNAP enzyme, luminescent substrate readout; higher % means a stronger effect; in the data active = a potency from the dose series; inactive = the rest, 99 in 100 with inhibition below about 22%;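 also: plate controls were vehicle for no effect and reference inhibitor for full effect; many of its hits are not listed in these tables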
Bfl-1 inhibitors = Bfl-1 inhibitors, primary screen, biochemical, fluorescence polarization, FITC-Bid, mouse (AID 432); displacement, % at 20 µM; hits with a dose series show IC50 in µM; FITC-Bid BH3 peptide fluorescence polarization displacement; higher % means a stronger effect; 64,000 compounds, 0.02% hits; in the data active = a potency from the dose series; inactive = the rest, 99 in 100 with displacement below about 15%; also: strong numbers were not always called active
PMK inhibit pilot replicates = further read-out of PMK inhibit, marked with its call; inhibition, %; measured here: pilot screen replicates
Spn MK inh pilot replicates = also measured in Spn MK inh; calls as there; inhibition, %; measured here: pilot screen replicates
DPM-DC inhibit pilot screen % = recorded beside DPM-DC inhibit, whose call it bears; inhibition, %; measured here: pilot screen trials
Active calls of the source: *; i = inactive; . = not tested or not shown. Rule as the data show it, unless noted: active = cytotoxicity above about 50%; inactive = the rest.

SMILES	DPM-DC inhibit	LYP phosphatase	PMK inhibit	HPDE-C7K KRASV12	HPDE-C7 cytotoxicity	Spn MK inh	HT1080 viability	TNAP inhibition	Bfl-1 inhibitors	others
CCOC(=O)NC(=O)CSc1nc(C)cc(C)c1C#N	i	13.9%	7.0	0.1%	1.3%	0.0	5.4%	5.2%	-8.9%
O=C(Cn1nc(-c2ccccc2)c2ccccc2c1=O)Nc1ccc2c(c1)nc1n2CCOC1	i	4.6%	3.0	-17.5%	-10.9%	0.0	-17.6%	5.1%	-9.2%
COc1ccc(S(=O)(=O)N(C)CC(=O)NCCC2=CCCCC2)cc1	i	18.6%	1.0	-3.2%	1.5%	7.0	1.1%	4.4%	8.2%
COc1ccc(-n2c(SCC(=O)c3c(N)n(C)c(=O)n(C)c3=O)nc3ccccc32)cc1	i	13.0%	14.0	7.4%	6.1%	0.0	2.9%	11.6%	-7.3%	PMK inhibit pilot replicates=2.0;Spn MK inh pilot replicates=0.0;DPM-DC inhibit pilot screen %=0.0
CC(=O)N1CCN(c2ccc(Oc3nnnn3-c3ccccc3)cc2)CC1	i	.	12.0	-4.4%	-2.3%	5.0	-5.5%	3.3%	7.1%
CCC(=O)Nc1ccc2c(c1)ncn2-c1ccccc1OC	i	11.1%	11.0	-32.9%	-35.6%	0.0	9.0%	-1.3%	-5.3%
O=C(Nc1ccc(-c2nnc(-c3ccccc3)o2)cc1)C(F)(F)F	i	.	0.0	12.2%	-2.5%	4.0	-3.9%	6.4%	2.3%
O=C1CN(CC(=O)N2CCOCC2)c2ccccc2O1	i	3.7%	17.0	2.4%	1.4%	0.0	17.2%	-0.7%	-0.8%
Cc1cc(C)c2c(n1)sc1c(N3CCOCC3)ncnc12	i	9.0%	0.0	4.3%	-0.6%	9.0	17.2%	9.5%	-9.7%	PMK inhibit pilot replicates=3.0;Spn MK inh pilot replicates=0.5;DPM-DC inhibit pilot screen %=2.5
COc1ccccc1N(C(=O)c1ccco1)C(C(=O)NC1CCCC1)c1cccnc1 (stereo not drawn)	i	0.1%	3.0	-8.7%	-11.8%	4.0	-35.2%	5.0%	0.7%
CCc1ccc(C2CC(c3cccc(OC)c3)n3nc(N)nc3N2)cc1 (stereo not drawn)	i	2.3%	6.0	-10.0%	-0.1%	8.0	-2.7%	10.1%	-1.6%	PMK inhibit pilot replicates=0.0;Spn MK inh pilot replicates=0.0;DPM-DC inhibit pilot screen %=0.5
C=CCNC(=O)C12CC3CC(C1)CC(C(=O)NCC=C)(C3)C2	i	0.7%	10.0	-22.6%	-16.8%	4.0	-8.9%	3.0%	0.4%
CCOC(=O)C1CCN(S(=O)(=O)c2cccc(-c3cn4ccccc4n3)c2)CC1	i	5.6%	8.0	27.6%	-3.6%	1.0	20.8%	-1.9%	-0.1%
Cc1cccc(NC(=O)CSCc2c(C)noc2C)c1C	i	-40.5%	18.0	-2.3%	-2.9%	0.0	-8.0%	10.6%	-1.1%
Cn1cc(C(=O)c2ccccc2)cc1-c1nc2ccccc2n1C	i	9.1%	0.0	-5.8%	-7.9%	1.0	0.6%	3.0%	-7.1%
CCCn1c(=NC(C)=O)c(C#N)cc2c(=O)n3cccc(C)c3nc21	.	-14.4%	8.0	-4.1%	3.9%	0.0	4.9%	6.2%	11.9%	PMK inhibit pilot replicates=0.0;Spn MK inh pilot replicates=6.0
Cc1noc(C)c1S(=O)(=O)N1CCC(C(=O)N2CCN(C3CCCC3)CC2)CC1	i	9.0%	14.0	-13.2%	-8.7%	0.0	.	-0.9%	-2.2%
COC(=O)c1ccc(COC(=O)c2ccc(N(C)C)cc2)cc1	i	12.1%	7.0	-2.3%	1.1%	8.0	6.4%	7.6%	-3.1%
CC(=O)N1CCN(C(C)=O)C1c1ccccc1	i	4.5%	0.0	-19.2%	-6.1%	7.0	2.9%	9.7%	-0.6%	PMK inhibit pilot replicates=0.0;Spn MK inh pilot replicates=6.5;DPM-DC inhibit pilot screen %=0.0
Cc1cccc(C)c1OCc1nnc(SCC(=O)Nc2nccs2)n1-c1ccccc1	i	1.8%	5.0	4.7%	-7.0%	7.0	5.6%	12.1%	-5.1%
CC(=O)c1cc(C)ccc1OC(=O)c1ccco1	i	.	4.0	-13.7%	2.1%	4.0	-3.0%	8.8%	-2.5%
COc1ccc(C)cc1-n1nnnc1SC/C(O)=C(\C#N)c1nc2ccccc2[nH]1	i	-9.5%	0.0	6.8%	4.4%	3.0	4.8%	14.1%	-6.4%	PMK inhibit pilot replicates=0.0;Spn MK inh pilot replicates=0.0;DPM-DC inhibit pilot screen %=0.0
CCN(CC)S(=O)(=O)c1ccc(C(=O)NCc2n[nH]c(=S)n2-c2ccccc2OC)cc1	i	15.4%	0.0	-6.2%	-20.2%	3.0	.	11.2%	4.4%
COc1ccc(CNC(=O)CSc2nnc(C)s2)cc1	i	4.3%	0.0	-10.7%	-6.3%	0.0	-2.4%	2.1%	-4.4%
Cc1cccc2cc(CN(Cc3ccc(F)cc3)C(=O)N(C)C)c3nnnn3c12	i	4.9%	16.0	-0.4%	5.9%	0.0	4.2%	8.6%	-7.0%
CCOC(=O)N1CCN(C(=O)c2ccccc2CCc2ccccc2)CC1	i	9.1%	0.0	12.2%	10.9%	5.0	-3.6%	-2.9%	-6.3%
O=c1[nH]n(-c2ccccc2)c(=O)c2ccccc12	i	3.9%	7.0	-3.8%	-6.2%	13.0	-8.8%	5.7%	-2.9%
CCc1ccccc1NC(=O)CN(c1cccc(OC)c1)S(C)(=O)=O	i	0.3%	0.0	-12.0%	-15.5%	7.0	1.4%	13.5%	-6.7%	PMK inhibit pilot replicates=6.0;Spn MK inh pilot replicates=2.0;DPM-DC inhibit pilot screen %=1.5
CC(C)Nc1ncnc2c1cnn2-c1ccc(Cl)cc1	i	12.9%	10.0	-0.7%	-5.2%	2.0	.	7.6%	-1.7%
O=C(NCCCN1CCN(C2CCCCC2)CC1)Nc1ccccc1C(F)(F)F	i	14.3%	15.0	-7.2%	5.6%	0.0	14.6%	-0.8%	3.0%
CN(C)S(=O)(=O)N1CCC(C(=O)O)(c2ccccc2)CC1	i	5.6%	3.0	-0.6%	-6.8%	0.0	0.1%	7.0%	2.3%
CCC1(C(=O)OC)NC(c2ccco2)C2C(=O)N(c3ccc(C)cc3)C(=O)C21 (stereo not drawn)	i	10.5%	14.0	-10.5%	-1.2%	0.0	18.0%	8.4%	-4.2%
CCN(CC)CCNC(=O)c1c(O)c2c([nH]c1=O)CCCC2	i	-4.1%	2.0	-6.2%	-9.7%	3.0	0.6%	11.5%	-0.9%
CSc1nnc(-c2cc3ccccc3cc2O)n1C	.	4.7%	0.0	3.6%	3.1%	5.0	3.6%	1.6%	5.5%
COc1ccc2nc(NC(=O)C(NS(=O)(=O)c3cccs3)C(C)C)sc2c1 (stereo not drawn)	i	3.4%	11.0	-4.7%	-4.0%	0.0	-1.4%	-2.1%	-12.8%	PMK inhibit pilot replicates=0.0;Spn MK inh pilot replicates=2.0;DPM-DC inhibit pilot screen %=0.0
CCS(=O)(=O)N1CCN(C(=O)c2cccs2)CC1	i	15.3%	0.0	-8.6%	-7.5%	3.0	10.9%	8.3%	-4.1%
COc1ccc(C(C(O)C(=O)c2c[nH]c3ccccc23)N2CCN(c3ccc(OC)cc3)CC2)cc1 (stereo not drawn)	i	.	0.0	50.4%*	31.1%	3.0	-7.8%	8.8%	1.0%
COc1cc(C(=O)NCCC(=O)NCCN2CCCCCC2)cc(OC)c1OC	i	11.8%	20.0	-3.5%	-20.7%	0.0	21.0%	12.7%	-0.8%
COc1ccc(S(=O)(=O)N2CCN(C(=O)c3cccs3)CC2)cc1	i	7.3%	0.0	-11.2%	-10.2%	3.0	-3.6%	3.8%	-2.0%
CCOC(=O)CSC1=C(C#N)C(c2ccc(F)cc2)C(C(C)=O)=C(C)N1 (stereo not drawn)	i	-5.4%	12.0	-0.1%	0.3%	4.0	-5.8%	3.7%	2.1%
Cc1cc(C)n(C(=O)Cc2cn3ccsc3n2)n1	i	16.5%	15.0	-2.6%	-4.9%	0.0	-3.2%	3.9%	1.2%
COCCn1c(=O)[nH]c2cc(C(=O)NC3CCCCCC3)ccc2c1=O	i	.	4.0	-5.6%	-0.2%	0.0	-6.3%	5.0%	-5.2%
C=CCSC1=N/C(=C\c2ccsc2)C(=O)S1	i	8.2%	19.0	10.0%	1.3%	0.0	-4.2%	0.4%	-1.5%
NC1=NC2(CCCCC2)n2c(nc3ccccc32)N1	i	15.1%	6.0	19.0%	11.9%	12.0	6.4%	2.2%	0.2%
COc1ccccc1NC(=O)c1oc2ccccc2c1NC(=O)c1ccco1	.	15.6%	7.0	-6.3%	0.3%	10.0	0.3%	11.2%	-6.9%
Cc1cc(Br)ccc1SCC(=O)OCC(=O)N1CCN(C(=O)c2ccco2)CC1	i	4.2%	16.0	-4.7%	-14.9%	0.0	-2.8%	4.6%	-5.7%
COCCCN1C(=O)C(=O)/C(=C(/O)c2ccc(OC)cc2C)C1c1cccnc1 (stereo not drawn)	i	.	17.0	-8.2%	2.4%	13.0	19.0%	8.3%	-4.4%
COc1cccc(NC(=O)CN2CCN(c3ccccc3F)CC2)c1	i	-3.8%	0.0	-7.4%	-22.6%	0.0	19.4%	6.0%	-1.4%	PMK inhibit pilot replicates=2.5;Spn MK inh pilot replicates=0.0;DPM-DC inhibit pilot screen %=0.0
Cc1cccc(N2CCN(C(=O)c3cn(C)c(=O)c4c3c3ccccc3n4C)CC2)c1C	i	9.9%	15.0	88.5%*	53.7%*	0.0	-6.8%	7.2%	-3.3%
CC(NC(=O)CSc1nc2ccccc2c(=O)[nH]1)c1ccccc1 (stereo not drawn)	i	-0.5%	6.0	-4.6%	5.6%	5.0	10.0%	2.6%	0.4%
C/C(=N/n1cnnc1)c1cccnc1	i	12.0%	8.0	11.2%	12.9%	9.0	13.4%	7.7%	-2.7%
CCOC(=O)CC(=O)Nc1cc(Cl)ccc1O	i	-4.2%	13.0	9.4%	12.3%	0.0	21.5%	8.2%	1.0%
O=C(Nc1ccc(F)cc1)NC1(C(=O)NCc2ccco2)CCCCC1	i	1.7%	17.0	-10.9%	-5.1%	3.0	-2.6%	8.7%	-3.4%
COCc1[nH]nc2c1C1(CCC3(CC1)OCCO3)C(C#N)=C(N)O2	i	14.3%	7.0	5.8%	2.0%	1.0	0.9%	8.5%	-3.4%
Cc1c(N=CN2CCOCC2)c(=O)n(C)c(=O)n1C	i	0.5%	1.0	-19.3%	-3.5%	4.0	-5.2%	9.3%	-3.8%
CCn1c(SCC(=O)O)nnc1-c1cc2c(C)nn(-c3ccccc3)c2s1	i	.	21.0	35.0%	23.9%	1.0	5.2%	8.4%	6.8%
